# Bioassay records deposited in PubChem by several laboratories.
# Yp Topo-I inh = inhibitors of Yersinia pestis topoisomerase I; Y. pestis Topo-I cleavage product accumulation, plate reader; activity, % at 10 µM; 360,000 tested, 0.064% active; AID 504884; in the data active = activity above about 50%, passing the limit was not always enough; inconclusive = no clear call, values can overlap the other calls; also: inactives centre near 2
# MazF activator = increases E. coli MazEF RNase cleavage of RNA; P0AE70; FAM/BHQ RNA-DNA oligo cleavage fluorescence, 5 h; activation, % at 20 µM; 350,000 tested, 0.32% active; AID 504720; in the data active = activation above about 50%
# Target sequence (P0AE70 whole entry, looked up): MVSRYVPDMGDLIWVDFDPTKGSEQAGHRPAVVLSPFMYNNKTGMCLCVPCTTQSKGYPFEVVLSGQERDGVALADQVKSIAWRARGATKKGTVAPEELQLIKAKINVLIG
# PriA SSB inh = blocks PriA binding to SSB C-terminal tail | inhibition, % at 33 µM | 430,000 tested, 0.6% active | AlphaScreen SSBct-PriA binding, biotinylated peptide | AID 1272365; in the data active = inhibition mostly above about 37%, no sharp cut-off; inactive = mostly below about 20%;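 also: plate controls were negative control peptide for no effect and reference peptide for full effect; strong numbers were not always called active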
# TcdB GH inh = blocks C. difficile toxin B glycohydrolase activity | 350,000 tested, 0.24% active | P18177 | AID 652162 | inhibition, % at 9.99 µM | TcdB glycohydrolase enzymatic assay, plate reader; in the data active = inhibition above about 10%
# Anthrax LF inh2 = anthrax lethal factor protease inhibition. 360,000 tested, 0.12% active. AID 588501. inhibition, % at 10 µM. multiplex microsphere protease cleavage assay, LF; in the data active = inhibition above about 30%; inconclusive = no clear call, values can overlap the other calls; also: plate controls were buffer without enzyme for full effect and enzyme alone for no effect
# Target sequence (P15917 whole entry, looked up): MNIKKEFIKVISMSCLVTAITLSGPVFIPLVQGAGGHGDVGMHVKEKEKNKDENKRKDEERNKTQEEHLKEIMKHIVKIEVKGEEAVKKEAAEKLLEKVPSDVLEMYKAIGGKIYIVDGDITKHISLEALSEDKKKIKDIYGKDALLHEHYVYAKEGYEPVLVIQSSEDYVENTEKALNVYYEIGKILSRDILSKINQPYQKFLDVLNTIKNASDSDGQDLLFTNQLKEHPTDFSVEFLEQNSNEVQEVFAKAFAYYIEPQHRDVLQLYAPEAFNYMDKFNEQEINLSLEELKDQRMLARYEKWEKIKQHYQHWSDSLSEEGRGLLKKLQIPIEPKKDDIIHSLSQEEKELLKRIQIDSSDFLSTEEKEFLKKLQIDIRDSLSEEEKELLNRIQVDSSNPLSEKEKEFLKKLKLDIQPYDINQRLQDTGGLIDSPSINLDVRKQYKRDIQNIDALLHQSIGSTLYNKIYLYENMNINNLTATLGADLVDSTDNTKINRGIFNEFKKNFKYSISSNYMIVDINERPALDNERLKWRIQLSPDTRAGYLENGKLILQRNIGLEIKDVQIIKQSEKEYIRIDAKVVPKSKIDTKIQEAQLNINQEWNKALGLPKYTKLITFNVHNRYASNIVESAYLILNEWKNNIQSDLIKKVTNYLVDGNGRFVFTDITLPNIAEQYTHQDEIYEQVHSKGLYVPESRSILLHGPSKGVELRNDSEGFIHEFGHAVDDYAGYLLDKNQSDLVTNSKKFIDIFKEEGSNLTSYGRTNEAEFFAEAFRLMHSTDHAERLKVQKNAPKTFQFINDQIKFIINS
# PfHsp40 rescue = compounds rescuing yeast from Plasmodium falciparum HSP40 toxicity | S. cerevisiae expressing PfHsp40, growth rescue, ATP luminescence | growth rescue, % at 12.5 µM | 340,000 tested, 0.68% active | AID 504582; in the data active = growth rescue above about 28%, passing the limit was not always enough; inconclusive = no clear call, values can overlap the other calls;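 also: yeast W303a lacking pdr1 and pdr3 grown in galactose medium; growth measured after three days at 30 °C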
# VHR inh abs = DUSP3 (human) phosphatase inhibition | 290,000 tested, 0.52% active | inhibition, % at 13.3 µM | recombinant VHR phosphatase, pNPP absorbance; in the data active = inhibition above about 50%; also: some compounds called inactive have numbers as strong as hits
# Target sequence (P51452 whole entry, looked up): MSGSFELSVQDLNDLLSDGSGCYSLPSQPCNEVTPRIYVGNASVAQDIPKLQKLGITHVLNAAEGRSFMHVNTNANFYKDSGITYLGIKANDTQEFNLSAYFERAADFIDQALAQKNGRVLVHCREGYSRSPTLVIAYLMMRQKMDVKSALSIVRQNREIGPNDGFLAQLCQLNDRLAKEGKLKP
# Vc quorum ag = quorum light induction in luxS cqsA deficient V. cholerae; V. cholerae BH1578 lux reporter, luminescence, 6 h; activation, % at 18.7 µM; 350,000 tested, 0.16% active; AID 588436; in the data active = activation mostly above about 9.7%, no sharp cut-off; inconclusive = no clear call, values can overlap the other calls; inactive = mostly below about 3.7%; also: not every result past the cut was called active; inactives centre near 0; reference of the scale not given here
# Rv3671c inh = inhibits the M. tuberculosis serine protease Rv3671c; P9WHR9; AID 2606; 320,000 tested, 0.048% active; inhibition, % at 5.96 µM; in the data active = inhibition above about 38%;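 also: extracellular domain of Rv3671c used as enzyme; 0% = enzyme with DMSO and 100% = no enzyme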
# SARS 3CLpro inh = SARS-CoV 3CLpro protease inhibition | inhibition, % at 6 µM | P0C6X7 | recombinant SARS-CoV 3CLpro, quenched FRET peptide cleavage | 290,000 tested, 0.14% active; in the data active = inhibition above about 12%
# Starred values were filed as active, the others as inactive; i = inactive; ? = inconclusive; / = not tested or not shown. Some of the compounds tested, so the mix of outcomes need not match the whole.
SMILES,Yp Topo-I inh,MazF activator,PriA SSB inh,TcdB GH inh,Anthrax LF inh2,PfHsp40 rescue,VHR inh abs,Vc quorum ag,Rv3671c inh,SARS 3CLpro inh
CCOc1ccccc1Oc1coc2cc(OC(=O)N(C)C)ccc2c1=O,5,6,-21,0.3,-10,-0.8,19,i,-13,1
CC(C)CCn1c(CN2CCN(Cc3ccccc3)CC2)nc2c1c(=O)n(C)c(=O)n2C,28,0,3,/,3,-0.3,-6,i,1,-2
CCS(=O)(=O)N1Cc2ccccc2CC1C(=O)N(C)Cc1ccc(OC)c(F)c1 (stereo unspecified),7,-1,-11,-0.3,-3,-0.9,-3,-0.4,-1,5
CCOC(=O)c1ccc(N=C2C(=S)N(c3ccc(C(=O)OCC)cc3)C(=N)N2/N=C/c2ccccc2)cc1,2,6,/,/,/,3.4,9,-0.3,-5,2
Cc1cc(C)cc(NC(=O)N2c3ccccc3NC(=O)CC2C)c1 (stereo unspecified),-4,-4,-4,0.9,-2,0.7,25,-0.5,-5,2
O=C(NC12CC3CC(CC(C3)C1)C2)c1ccc([N+](=O)[O-])cc1,0,-4,3,0.8,2,0.0,5,2.9,1,1
Cc1ccc([C@H]2C[C@@H](O)[C@H](n3cc(C4CC4)nn3)CN2C(=O)C2CCCCC2)cc1,9,3,/,1.2,-7,/,/,-0.6,/,/
Cc1ccc(C2=N/C(=C\c3cccc(F)c3)C(=O)O2)cc1,2,1,-7,1.6,-1,-0.5,14,-0.3,3,7
Nc1nn(-c2ccccc2)c(N)c1N=Nc1ccccc1,-2,-7,39,/,-2,4.0,-4,-0.2,-3,-1
COc1cc(COCC(O)CN2CCc3ccccc3C2)cc(OC)c1OC (stereo unspecified),-4,1,1,0.2,-3,-0.8,-10,-0.3,-9,1
O=C(c1ccccc1)n1nnc2ccccc21,-4,-1,5,/,-1,0.7,-7,i,0,2
CC1=C(C(=O)Nc2ccc(C)cc2)C(c2ccc(N(C)C)cc2)NC(=O)N1 (stereo unspecified),-5,1,13,/,-2,0.6,0,i,-3,3
O=C1c2ccccc2C(=O)N1CCc1c(-c2[nH]c3ccccc3c2CCN2C(=O)c3ccccc3C2=O)[nH]c2ccccc12,-1,5,-12,0.1,2,-2.7,/,-1.4,/,/
Cc1nn(Cc2ccccc2)c(C)c1/C=N/NC(=O)c1cccnc1,-9,-6,/,0.7,0,-0.1,2,-0.5,-2,6
O=C1CCCC(=NCc2ccco2)C1,15,11,1,0.1,-2,0.6,10,i,7,-2
CCN1C(=O)/C(=C\N2CCOCC2)SC1=S,1,-2,-6,/,0,1.7,24,-0.3,0,0
COc1ccc(S(=O)(=O)Nc2cccc3c2O[C@H](CN(C)S(=O)(=O)c2ccc(OC)cc2)[C@@H](C)CN([C@H](C)CO)C3=O)cc1,26,0,-4,0.5,2,-0.3,/,-12,-68,/
CCC(Sc1nc(N)c(NC(=O)c2ccco2)c(=O)[nH]1)C(=O)O (stereo unspecified),1,1,-3,0.0,5,0.6,5,i,-8,-5
CCOc1cc(CNCCO)cc(Br)c1OCc1cccs1,-14,15,0,1.5,-4,0.3,20,i,10,1
CCCCNC(=S)N1CCN(Cc2ccc3c(c2)OCO3)CC1,4,7,-6,0.6,-1,-0.4,5,i,13,1
O=C(Nc1ccc(Br)cc1Br)c1cccc2c1C(=O)N(C1CCCCC1)C2,8,6,1,-0.2,2,1.8,-13,i,1,8
O=C1CCN(S(=O)(=O)c2ccc(Cl)cc2)N1,5,0,-11,/,-4,-0.4,16,-2.1,8,4
CCOc1ccc2nc(NC(=O)C(CCSC)NS(=O)(=O)c3cccs3)sc2c1 (stereo unspecified),-6,3,14,/,1,-1.6,12,-0.3,-6,8
N#CCc1cc2ccc3cccc4ccc(c1)c2c34,11,-5,-10,1.9,-12,1.1,4,-0.3,-1,-2
NP(=O)(OCCCc1ccccc1)Oc1ccccc1 (stereo unspecified),6,-2,-20,-7.0,-3,-2.4,20,-7.1,-1,-2
Cc1ccc(OCc2n[nH]c(=S)n2Cc2ccccc2)cc1,0,7,10,-0.9,-1,0.2,33,-0.6,4,5
CCOc1ccc(Br)cc1S(=O)(=O)Nc1ccc(Cl)c(S(=O)(=O)N(C)C)c1,13,-10,-11,/,-1,0.4,22,-0.2,3,0
N#CC(C(=O)Nc1cccc(Cl)c1)=C1Nc2ccccc2N1,2,4,-9,/,4,-1.2,1,i,5,1
CCCC(C(=O)Nc1cccc(S(=O)(=O)N2CCCC2)c1)c1ccccc1 (stereo unspecified),6,-1,0,2.8,0,-0.4,/,-5.7,0,/
Cc1cccc(COc2ccc(/C=N/NC(=O)c3nnn(-c4nonc4N)c3CN3CCCCC3)cc2)c1,-7,-11,/,2.6,2,?,39,-2.0,-3,1

# Two records picked at random from the list so far:
SMILES,Yp Topo-I inh,MazF activator,PriA SSB inh,TcdB GH inh,Anthrax LF inh2,PfHsp40 rescue,VHR inh abs,Vc quorum ag,Rv3671c inh,SARS 3CLpro inh
CCCC(C(=O)Nc1cccc(S(=O)(=O)N2CCCC2)c1)c1ccccc1 (stereo unspecified),6,-1,0,2.8,0,-0.4,/,-5.7,0,/
NP(=O)(OCCCc1ccccc1)Oc1ccccc1 (stereo unspecified),6,-2,-20,-7.0,-3,-2.4,20,-7.1,-1,-2

# Going on with the list.
SMILES,Yp Topo-I inh,MazF activator,PriA SSB inh,TcdB GH inh,Anthrax LF inh2,PfHsp40 rescue,VHR inh abs,Vc quorum ag,Rv3671c inh,SARS 3CLpro inh
Cc1cccc(NC(=O)C2CC2c2ccccc2)c1C (stereo unspecified),-4,-7,1,0.9,17,-0.6,10,-0.3,13,6
O=C(C1CCN(S(=O)(=O)c2cccc3nsnc23)CC1)N1CCCc2ccccc21,9,1,-3,/,2,-0.4,19,-5.6,-8,-7
CCN1C(=O)CC2(C[N+]3(C)CCC2CC3)C1=O (stereo unspecified),-1,0,-4,-0.1,3,-1.0,-2,-0.8,5,-3
CC(C)C(NS(=O)(=O)c1cccc(C(F)(F)F)c1)C(=O)O (stereo unspecified),-2,-1,-2,0.6,0,3.1,17,-0.4,12,-2
C/C(Cl)=C/Cn1c(NCCCn2ccnc2)nc2c1c(=O)[nH]c(=O)n2C,1,-22,3,/,-5,-0.9,26,i,-4,0
COc1ccc(N(CC(=O)NCCSC2CCCCC2)S(C)(=O)=O)c(OC)c1,26,2,-6,1.1,-1,0.8,-17,-0.2,-4,6
COC(=O)c1sc(C(F)(F)F)c(-c2ccccc2)c1S(=O)(=O)N1CCOCC1,11,3,-16,-0.2,1,-0.5,/,-0.4,/,/
Cc1c(C(=O)NCCN2C(=O)S/C(=C\c3cccs3)C2=O)cccc1[N+](=O)[O-],17,10,2,1.2,2,0.7,18,-0.2,-19,3
CN(C)c1ccc(C(C[N+](=O)[O-])c2c(N)n(C)c(=O)n(C)c2=O)c(F)c1C#N (stereo unspecified),9,-10,-18,3.0,-6,140*,-7,i,2,-6
O=C(CSc1nccc(=O)[nH]1)NC1CCCC1,4,12,-4,0.2,0,-2.1,-52,-7.3,-6,1
CC(C)CN(CCNC(=O)CN1C(=O)COc2ccc(S(=O)(=O)N3CCOCC3)cc21)CC(C)C,-3,9,2,1.3,-3,1.0,2,-0.4,1,-1
Cc1cccc2c1-c1sc(C(=O)Nc3ccccc3N3CCN(C)CC3)cc1CO2,3,-9,-5,2.4,-9,0.3,25,-0.4,-3,0
Cc1nnc2sc(-c3ccc(NC(=O)CSc4ccc(Cl)cc4)cc3)nn12,-6,32,-4,/,7,-0.1,9,/,-6,2
Cc1ccc(NC2CCCN(C(=O)c3ccccc3N3CCOCC3)C2)cc1C (stereo unspecified),15,5,14,0.8,-2,1.3,6,-0.5,5,-5
c1ccc(Cn2cc(-c3cccnc3)cn2)cc1,5,5,3,0.7,7,553*,/,i,-6,/
O=[N+]([O-])c1ccc(N2CCN(CCO)CC2)c2ncccc12,-8,5,3,/,2,-0.9,10,-0.6,-6,-2
COc1cccc(NS(=O)(=O)c2ccc(S(=O)(=O)N3CCOCC3)cc2)c1,4,2,-9,/,-2,0.0,17,-2.4,-7,1
COc1ccc(/C=N/n2nnnc2N)c(OC)c1,7,6,/,0.9,-4,-0.7,16,i,/,-3
CCOCCCN(C(=O)Cn1nnc2ccccc21)C(C(=O)NCc1ccco1)c1ccncc1 (stereo unspecified),1,10,-20,/,-2,-1.1,3,i,/,-2
CC(=O)NS(=O)(=O)c1ccc(NC(=O)CN2C(=O)C3C4C=CC(C4)C3C2=O)cc1 (stereo unspecified),8,9,-2,/,-1,0.4,-4,-0.3,6,2
Cn1c(=O)c2c(Nc3ccc(F)cc3)cc(=O)n(-c3ccccc3)c2n(C)c1=O,1,-3,-6,2.4,-2,-2.3,16,0.9,-6,1
COc1ccc(S(=O)(=O)NC(C)(C)C)cc1-c1nnc2c3ccccc3c(C)nn12,18,15,-5,/,-11,-0.3,28,-0.7,6,6
CCN1C(=O)N/C(=C/c2ccc(C)o2)C1=O,-2,-3,-4,-1.6,0,-0.6,4,/,-6,-1
COc1ccc(C2CC(c3cccs3)=NN2C(=O)CSc2nc(=O)n3cc(C)ccc3n2)cc1 (stereo unspecified),28,-8,-4,-0.1,-2,-0.1,/,5.6,-7,/
O=C(Nc1cccc(-c2nc3ncccc3o2)c1)c1ccco1,-8,0,-8,/,0,0.9,16,11,3,2
COc1ccccc1N1C(=O)C2C3CC(c4ccccc4)C(C3)C2C1=O (stereo unspecified),5,-2,-3,1.3,-4,-0.3,9,-0.4,14,-1
Cc1ccc2nc(SCC(=O)N3CCCCCC3)nc(=O)n2c1,8,1,-6,1.1,1,1.7,/,-27,-1,/
COCCN(Cc1cc2cc(C)c(C)cc2nc1Cl)C(=O)N1CCOCC1,2,1,-2,0.5,-5,-0.6,11,i,-11,-5
COc1cccc(C(C)(O)c2nc(-c3ccoc3)cs2)c1 (stereo unspecified),8,/,/,0.9,-6,/,/,0.5,/,/
CC(C)N1C(=O)C2C(C(=O)NCc3ccccc3)C3C=CC2(O3)C1C(=O)NC(C)(C)C (stereo unspecified),-2,5,-4,/,2,1.8,17,-1.9,-1,0
CCOC(=O)c1c(SC)[nH]c2c(Cl)cccc2c1=O,6,-1,-5,0.6,3,93*,21,-0.3,-5,-1
Fc1ccccc1NC(=S)Nc1cccc2cnccc12,-16,11,18,0.7,-1,-0.6,26,-0.4,-9,3
CN(C)c1nc2n(c(=O)n1)CCO2,-2,-3,-6,0.1,-1,1.6,15,i,8,3
O=C(N/N=C/c1cccn1-c1ccc([N+](=O)[O-])cc1)C(O)c1ccccc1 (stereo unspecified),-13,3,/,1.3,-1,6.3,17,i,2,-3
O=[N+]([O-])c1cccc2ccc(/C=C/c3cccc(Br)c3)nc12,-13,6,25,/,0,-0.9,-13,-0.2,-14,-3
COc1ccc(CN(C)C(=O)Cc2ccc(OC)c(S(=O)(=O)N3CCOCC3)c2)cc1OC,-2,-3,-7,2.1,-5,-0.1,/,0.5,-8,/
CCCCc1nc(SCC(=O)Nc2ccc(S(N)(=O)=O)cc2)n[nH]1,-9,2,-3,/,1,-0.2,29,-3.2,-3,-1
C/C(=N/N1CCN(c2ccccn2)CC1)c1cccc([N+](=O)[O-])c1,-4,-3,/,-2.0,-6,0.7,4,i,4,8

# Four compounds out of the list, arranged by number of heavy atoms, ascending.
SMILES,Yp Topo-I inh,MazF activator,PriA SSB inh,TcdB GH inh,Anthrax LF inh2,PfHsp40 rescue,VHR inh abs,Vc quorum ag,Rv3671c inh,SARS 3CLpro inh
CCOC(=O)c1c(SC)[nH]c2c(Cl)cccc2c1=O,6,-1,-5,0.6,3,93*,21,-0.3,-5,-1
O=C(Nc1cccc(-c2nc3ncccc3o2)c1)c1ccco1,-8,0,-8,/,0,0.9,16,11,3,2
Cc1cc(C)cc(NC(=O)N2c3ccccc3NC(=O)CC2C)c1 (stereo unspecified),-4,-4,-4,0.9,-2,0.7,25,-0.5,-5,2
O=C1c2ccccc2C(=O)N1CCc1c(-c2[nH]c3ccccc3c2CCN2C(=O)c3ccccc3C2=O)[nH]c2ccccc12,-1,5,-12,0.1,2,-2.7,/,-1.4,/,/
